# PI5P4Ka inh – inhibitors of human PI5P4K alpha; P48426; PI5P4Kalpha enzyme, ADP-Glo luminescence, 60 min; stronger effect = lower value; max response, %; hit rate 1.2% among 330,000; active means max response of -50% or lower; inconclusive means between -30% and -50%; inactive means -30% or higher; further: value at the top dose of about 77 µM; on the % scale 0 is the no-effect control and ±100 the full control effect
#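 Controls without substrate or without enzyme flank wells where PI5P4Kalpha converts substrate using 5 microM ATP (final). Incubation lasts 60 minutes at room temperature; ADP formed is read by ADP-Glo luminescence.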
# FUS yeast rescue – FUS proteinopathy suppression in yeast | Potency, µM (top dose mostly 76.6 µM), without a hit: at the highest dose growth rescue (activation), hits mostly activators | S. cerevisiae FUS-expressing, growth rescue, OD600, 24 h | hit rate 0.24% among 390,000;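 further: potency means the concentration at half of the fitted maximal effect; plate controls were DMSO vehicle for no effect and reference control for full effect; nearly all actives have a fitted effect of over 55% in size; some results filed as inactive show a strong effect at the top dose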
#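 Steps: raffinose overnight preculture; dilution to OD 0.005 in 2% galactose minimal medium; compound addition (concentration series); 24hr at 30C, 99% humidity; absorbance read at 600 nm.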
# EPAC1 agonist – EPAC1 (human) agonism; EPAC1 agonist qHTS, biochemical assay; response scale: 100% = response to 6.5 mM cAMP; Potency, µM (highest dose often 154 µM), for inactives: at the highest dose activation, actives largely listed as activators; hit rate 0.073% among 360,000; further: potency means the concentration at half of the fitted maximal effect; nearly all actives have a fitted effect of over 60% in size
# Target sequence (O95398 whole entry, looked up): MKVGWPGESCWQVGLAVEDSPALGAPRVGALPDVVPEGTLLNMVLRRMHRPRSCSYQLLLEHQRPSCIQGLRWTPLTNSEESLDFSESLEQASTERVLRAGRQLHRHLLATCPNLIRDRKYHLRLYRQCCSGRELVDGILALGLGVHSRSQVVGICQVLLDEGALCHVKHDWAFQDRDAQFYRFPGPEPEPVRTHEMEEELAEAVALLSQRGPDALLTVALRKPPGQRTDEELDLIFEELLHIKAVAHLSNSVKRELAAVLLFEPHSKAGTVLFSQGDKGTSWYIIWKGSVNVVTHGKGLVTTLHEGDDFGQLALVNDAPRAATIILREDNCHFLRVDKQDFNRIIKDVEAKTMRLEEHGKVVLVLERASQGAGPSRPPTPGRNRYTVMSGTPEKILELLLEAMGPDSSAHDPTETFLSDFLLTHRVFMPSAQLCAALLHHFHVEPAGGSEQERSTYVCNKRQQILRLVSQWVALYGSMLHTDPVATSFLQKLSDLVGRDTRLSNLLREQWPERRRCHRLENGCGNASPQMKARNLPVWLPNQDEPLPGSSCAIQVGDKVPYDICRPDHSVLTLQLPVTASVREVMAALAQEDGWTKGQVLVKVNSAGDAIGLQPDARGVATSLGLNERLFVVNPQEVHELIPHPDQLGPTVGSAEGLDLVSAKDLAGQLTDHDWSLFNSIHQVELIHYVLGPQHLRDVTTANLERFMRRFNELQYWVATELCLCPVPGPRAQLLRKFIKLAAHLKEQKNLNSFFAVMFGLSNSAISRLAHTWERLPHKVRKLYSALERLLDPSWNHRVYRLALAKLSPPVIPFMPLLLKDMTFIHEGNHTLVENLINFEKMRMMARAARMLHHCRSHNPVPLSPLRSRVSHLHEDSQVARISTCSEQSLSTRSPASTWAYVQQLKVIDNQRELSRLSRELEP
#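 Fluorescent GDP-exchange assay: 100 nM EPAC1 with 250 nM Rap1B preloaded with BODIPY-GDP and 50 uM GDP; compounds tested as concentration series, 5 min at room temperature, then read every 5 min for 30 min (ex 480/em 540 nm); normalized to 6.5 mM cAMP.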
# PLK1 PBD block – blocks phosphopeptide binding to human PLK1 polo-box domain; hit rate 2.8% among 360,000; AID 720504; P53350; Potency, µM, for inactives: max response, negative = inhibition, actives largely listed as inhibitors; Plk1 PBD binding of FITC phosphopeptide, fluorescence polarization; further: potency means the concentration at half of the fitted maximal effect; series mostly up to about 57 µM; on the % scale 0 is the no-effect control and ±100 the full control effect; nearly all actives have a fitted effect of over 65% in size
# IL2 activator – IL-2 activation; IL-2 activation reporter assay, cell-based qHTS; stimulated with anti-CD3/CD4/CD28 beads; in transgenic mouse T cells; activation, % (series mostly up to about 46 µM); hit rate 0.065% among 360,000; in the data active means activation above about 50%; inconclusive means mostly about 30% to 49%; further: 0% is about no effect
#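 Readout is EGFP and DsRed signal by fluorescent plate cytometry after 18 h at 37 degrees C. Transgenic mouse T cells (750/well) received compound for 60 min before bead stimulation (anti-CD3, anti-CD4, anti-CD28); memory T cells served as non-tolerant control.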
# EPAC1 antagonist – EPAC1 (human) antagonism | O95398 | EPAC1 GEF assay, Rap1b-BODIPY-GDP exchange fluorescence | Potency, µM (titrated, usually from 115 µM), without a hit: at the top dose activity change, negative = inhibition, actives largely listed as inhibitors | hit rate 0.14% among 360,000 | AID 720709;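 further: potency means the concentration at half of the fitted maximal effect; plate controls were vehicle for no effect and positive control for full effect; nearly all actives have a fitted effect of over 50% in size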
# WRN helicase inh – WRN helicase (human) inhibition; WRN helicase unwinding, fluorescent forked duplex, kinetic; Potency, µM (series often up to 114 µM), for the others: top-dose activity change, negative = inhibition, actives largely listed as inhibitors; hit rate 0.46% among 360,000; Q14191; AID 651768; further: potency means the concentration at half of the fitted maximal effect; on the % scale 0 is the no-effect control and ±100 the full control effect; nearly all actives have a fitted effect of over 55% in size
#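 Primary qHTS, 1536-well format. 20 nM WRN + compound, 15 min RT; start with 100 nM forked fluorophore/quencher duplex, 2 mM ATP (final); kinetic read ex 525/em 598 nm.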
# Abeta rescue – restores growth of yeast expressing A-beta42 peptide | yeast expressing A-beta42, growth rescue, OD600, 48 h; response scale: 0% DMSO, 100% iron-clioquinol control | Potency, µM (series often up to 46.1 µM), for the others: at the highest dose growth rescue, hits mostly activators | hit rate 0.063% among 410,000 | AID 1347071; further: potency means the concentration at half of the fitted maximal effect; nearly all actives have a fitted effect of over 55% in size
#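 Growth rescue measured by 600 nm absorbance after 48 h yeast culture at 30 C with compound. Values normalized between DMSO and an equimolar ferric chloride plus clioquinol control.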
# aSyn rescue – inhibitors of alpha-synuclein toxicity in yeast | Yeast expressing alpha-synuclein, growth rescue, BacTiter-Glo, 24 h | Potency, µM (titrated, usually from 46.1 µM), for the others: at the top dose growth rescue (activation), actives largely listed as activators | hit rate 0.14% among 370,000; further: potency means the concentration at half of the fitted maximal effect; % of control where 0% means no effect; nearly all actives have a fitted effect of over 65% in size
#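 Screening used galactose-induced yeast with toxic alpha-synuclein levels, exposed to compound for 24 hr at 30 deg C. Cell growth, read with BacTiter-Glo luminescence, gave the measured signal.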
# Active calls of the source: *; ? = inconclusive; · = no result given; & = joins results of further samples; [ ] = dose if it differs, or a comment. Unless noted, the call rests on the fitted dose curve; in most records, active means well fitted curve in the direction sought with a large enough effect; inconclusive means small, poorly fitted or top-dose-only effect, or another doubt; inactive means no such curve, though single readings can be large; an effect the other way counts as inactive or inconclusive.
SMILES,PI5P4Ka inh,FUS yeast rescue,EPAC1 agonist,PLK1 PBD block,IL2 activator,EPAC1 antagonist,WRN helicase inh,Abeta rescue,aSyn rescue
O=C(CN1C(=O)C2C3C=CC(C3)C2C1=O)OCC(=O)c1ccc(Cl)c([N+](=O)[O-])c1 (stereo unspecified),-6,0%,-10%,-22%,-3.9,-15%,3%,3%,-10%
O=C(Nc1ccc2c(c1)OCO2)c1cc(C2CC2)on1,-17,-18%,12%,-13%,-1.8,7%,1%,-6%,-3%
O=C(Nc1ccc(SC(F)F)cc1)C12CCC(CC1)C2,-5,-2%,-5%,-20%,-1.2,3%,-14%,2%,0%
CCc1ccc(C2C3=C(CC(C)(C)CC3=O)OC3=C2C(=O)CC(C)(C)C3)cc1,-1,-6%,-1%,-4%,-2.4,17%,5%,3%,0%
CCOC(=O)c1cc(CO)cc(C(=O)OCC)c1,-1,-17%,4%,-1%,0.5,0%,-27%,7%,4%
COc1ccc(CCNC(=O)CN(C)S(=O)(=O)c2ccc3c(c2)CCC(=O)N3)cc1OC,-2,-6%,-12%,2%,0.3,18%,-5%,-21%,-1%
CC1=C(C(=O)N2CCOCC2)CC(CC(=O)NCCc2ccccn2)C(=O)N1Cc1ccccc1 (stereo unspecified),1,-17%,9%,-9%,1.5,5%,-4%,-10%,-6%
COc1ccc(OC)c(NC(=O)C(C)N2c3cccc4cccc(c34)S2(=O)=O)c1 (stereo unspecified),3,2%,11%,-1%,-0.2,-7%,2%,-3%,0%
COc1cc(C2C(C(C)=O)=C(O)C(=O)N2CCc2c[nH]c3ccccc23)ccc1O (stereo unspecified),-1,32%,4%,-8%,-2.1,-15%,0%,-18%,-13%
Cc1c(NC(=O)/C(C#N)=C/c2ccc(-c3cccc(Cl)c3)o2)c(=O)n(-c2ccccc2)n1C,-6,·,-26%,-12%,5.3,-12%,-25%,-16%,0%
CC(=O)c1sc(NC(=O)C2CCN(C(=O)c3ccc(F)cc3)CC2)nc1-c1ccccc1,2,27%,1%,1%,-5.4,4%,0%,31%,7%
COc1ccc(-n2ncc(C(C)NS(=O)(=O)c3ccc(C(C)=O)cc3)c2C)cc1 (stereo unspecified),5,·,4%,-5%,1.7,-1%,-15%,-2%,1%
COc1ccc(C2C(C#N)=C(C)NC(C)=C2C#N)c(OC)c1,1,-4%,-2%,-10%,-3.7,-1%,8%,-2%,3%
CCCCCCSc1ccc(-c2nc3ccc(C)cn3c2NCc2ccccc2)cc1,5&11,15%&10%,0%&1%,4%&-1%,-0.4&-0.1,5%&8%,-5%&-2%,5%&2%,2%&10%
O=c1cc(-c2ccc(F)cc2)[nH][nH]1,-1,1%,-2%,4%,0.9,21%,4%[11.6 µM],16%,-2%
CCOC(=O)C1CCCN(C(=O)c2cccc(S(=O)(=O)N3CC(C)OC(C)C3)c2)C1 (stereo unspecified),1,-9%,1%,-3%,1.0,4%,-2%,1%,0%
CCCCNC(=O)O/N=C(\N)CS(=O)(=O)C(C)(C)C,4,14%,2%,0%,-0.9,-7%,-2%,-1%,-10%
CCOC(=O)C1CCCN(c2c(N3CCN(c4cccc(Cl)c4)CC3)c(=O)c2=O)C1 (stereo unspecified),5,-16%,3%,-9%,-2.5,-5%,-7%,-6%,-15%
Cc1ccc(NC(=O)N(Cc2ccco2)C(C)c2ccco2)cc1C (stereo unspecified),·,34%,21%,-1%,2.3,-2%,-16%,10%,-18%
COc1ccc(C(=O)Nc2ccnn2C2CCN(C(C)CSC)CC2)cc1 (stereo unspecified),-2,3%,7%,-4%,0.9,10%,3%,-3%,-1%
Cc1ccc(-n2ncc3c2CC(C)(C)CC3NC(=O)c2ccccn2)cc1 (stereo unspecified),-2,30%,2%,-11%,-4.5,-18%,-3%,-18%,-7%
O=C(Nc1ccccc1-c1ccccc1)C1CCCCC1,3,·,-7%,0%,-3.0,-12%,-3%,-9%,-15%
O=C(Nc1ccc2oc(=O)ccc2c1)c1ccc(-c2cccc([N+](=O)[O-])c2)o1,-12,-1%,7%,-4%,-4.9,-7%,10µM*,-15%,4%
COc1ccc(CCNC(=O)CSc2nccc(=O)[nH]2)cc1OC,1,5%,6%,-9%,0.2,4%,6%,9%,-2%
CN1CCN(C(=O)C2=C[C@@H](c3coc4ccccc4c3=O)C[C@@H](OCCCCO)O2)CC1,-3,-3%,3%,-8%,1.3,-12%,-4%,9%,5%

# Printed as active in WRN helicase inh, of those listed so far:
Molecule	PI5P4Ka inh	FUS yeast rescue	PLK1 PBD block	EPAC1 antagonist	WRN helicase inh
O=C(Nc1ccc2oc(=O)ccc2c1)c1ccc(-c2cccc([N+](=O)[O-])c2)o1	-12	-1%	-4%	-7%	10µM*

# Not a retest: entries from further up.
SMILES,PI5P4Ka inh,FUS yeast rescue,EPAC1 agonist,PLK1 PBD block,IL2 activator,EPAC1 antagonist,WRN helicase inh,Abeta rescue,aSyn rescue
O=C(Nc1ccc2oc(=O)ccc2c1)c1ccc(-c2cccc([N+](=O)[O-])c2)o1,-12,-1%,7%,-4%,-4.9,-7%,10µM*,-15%,4%
COc1ccc(CCNC(=O)CSc2nccc(=O)[nH]2)cc1OC,1,5%,6%,-9%,0.2,4%,6%,9%,-2%
CN1CCN(C(=O)C2=C[C@@H](c3coc4ccccc4c3=O)C[C@@H](OCCCCO)O2)CC1,-3,-3%,3%,-8%,1.3,-12%,-4%,9%,5%

# Next section:
SMILES,PI5P4Ka inh,FUS yeast rescue,EPAC1 agonist,PLK1 PBD block,IL2 activator,EPAC1 antagonist,WRN helicase inh,Abeta rescue,aSyn rescue
Cc1ccc(-c2c(N)nc3ncccn23)cc1,0,-2%,4%,3%,1.8,-9%,-4%,-1%,?
CCC(=O)N1CCc2cc(S(=O)(=O)NCCCN3CCN(Cc4ccccc4)CC3)ccc21,-4,12%,-3%,1%,-0.5,0%,1%,23%,-6%
COc1ccc(S(=O)(=O)N2CCOC2CNC(=O)C(=O)NCCN2CCOCC2)cc1 (stereo unspecified),-6,·,-8%,2%,-2.5,12%,-14%,5%,-1%
O=C(NCc1ccco1)Nc1ccccc1Cl,3,16%,3%,2%,-2.9,12%,-7%,9%,0%
Cc1ccccc1C(=O)c1cccn1CC(=O)NC(C)CCc1ccccc1 (stereo unspecified),1,22%,3%,-12%,-0.8,-11%,0%,3%,-1%
CN(C(=O)c1ccc(NC(=O)Cc2ccc([N+](=O)[O-])cc2)cc1)C1CCCC1,-3,30%,7%,-8%,3.6,-6%,2%,-11%,-1%
CC1CCc2c(C(=O)NCC3CCCO3)csc2C1 (stereo unspecified),·,-12%,-5%,1%,-0.1,5%,-4%[57.1 µM],18%,1%
Cc1cccn2c(=O)c3cc(C(=O)NC4CCCCC4)sc3nc12,-1,14%,-2%,-10%,0.0,-18%,-33%,-5%,-5%
Cc1ccc2[nH]cc(CCNC(=O)C3CCCO3)c2c1 (stereo unspecified),4,-2%,4%,-11%,1.9,-15%,6%,-11%,-4%
CC(C)N1CCN(Cc2ccncc2)CC1CCO (stereo unspecified),-1,-18%,9%,-4%,0.6,6%,-6%,1%,0%
O=S(=O)(NCc1ccccn1)c1ccccc1,-1,6%,-5%,-1%,-2.8,7%,14%,-5%,4%
CCOc1ccc(C(=O)COC(=O)C2CCN(c3ccc(C(F)(F)F)cn3)CC2)cc1,14,13%,4%,-4%,0.2,-15%,-5%,0%,-8%
CC1C(c2ccccc2)N(C)C(c2ccccc2)C(C)C1(O)C#Cc1ccccc1 (stereo unspecified),15,24%,1%,-1%,-0.8,-5%,-6%,27%,5%
CCn1c(CSc2ncccn2)nnc1SCC(=O)N1CCCCC1,-1,-11%,11%,-7%,1.0,3%,-1%,10%,-2%
CCC(C)Sc1ccc([C@H]2N[C@@](CC(C)C)(C(=O)OC)[C@H]3C(=O)N(CC)C(=O)[C@@H]23)cc1 (stereo partly specified),-2,7%,-14%,-11%,-3.2,-11%,7%,0%,1%
COc1ccc(C(=O)NCCS(=O)(=O)N(C)Cc2ccccc2)cc1,-7,6%,-1%,-7%,2.8,0%,-5%,-11%,1%
O=C(Nc1ccc2c(c1)C(=O)OC2)c1ccc(F)cc1F,8,1%,-2%,-21%,1.8,-13%,-20%,1%,-2%
O=c1[nH]c2ccc(S(=O)(=O)Nc3ccc(-c4nnc5n4CCCCC5)cc3)cc2o1,·,16%,-8%,2%,-1.1,5%,-6%,5%,5%
CCOC(=O)C1=CSC2=NS(=O)(=O)CCN12,·,-20%,9%,-2%,1.7,11%,-3%[57.1 µM],2%,-3%
COc1ccc(NCc2cc(=O)oc3cc(NC(C)=O)ccc23)cc1,-14,34%,10%,-8%,-2.0,13%,6%,-7%,-3%
CCOC(=O)C1CCN(C(=O)N2CCOCC2)CC1,-6,-14%,3%,0%,-1.1,10%,10%,-7%,-9%
CC(/C=C1\SC(=S)N(C(C(=O)O)C(C)C)C1=O)=C\c1ccccc1 (stereo unspecified),-6,?,-5%,24µM*,-4.0,-9%,-12%,-15%,-77%[inhibitor]
CCN(C(=O)COC(=O)C1CC1C)c1c(N)n(Cc2ccccc2)c(=O)[nH]c1=O (stereo unspecified),-2,21%,6%,-2%,-2.5,7%,10%,-6%,0%
CN=c1scc(-c2ccccc2F)n1/N=C(\C)c1cccnc1,-2,?,8%,-7%,-4.0,-24%,2%,0%,-19%
C[C@@]12C(=O)N(Cc3ccco3)CC(=O)N1[C@H]1c3cc(Cl)ccc3OC[C@@H]1[C@@H]2c1ccccc1,-19,?,-9%,-16%,-1.8,-4%,-11%,?,-7%
c1cc(-c2sc(-c3ccncc3)c(-c3ccncc3)c2-c2ccncc2)ccn1,-25,31%,0%,-14%,-2.5,9%,-15%,-1%,-5%
CC12CCC(=O)N1C(C(=O)N1CCN(S(=O)(=O)c3ccc(Br)cc3Cl)CC1)CS2 (stereo unspecified),-1,4%,-7%,6%,2.1,4%,-11%,-23%,-4%
COc1ccc(C(=O)NC(=S)NNC(=O)c2c(-c3ccccc3)noc2C)cc1OC,-13,39%,0%,-10%,0.1,11%,-10%,11µM*,?
Cc1sc2c(c1C)c(=O)n(-c1ccccc1)c1nncn21,·,13%,6%,-10%,-1.2,2%,8%,-3%,-6%

# Bioassay records deposited in PubChem by National Center for Advancing Translational Sciences (NCATS).
